APEX1 inh: qHTS Assay for Inhibitors of the Human Apurinic/apyrimidinic Endonuclease 1 (APE1); AID 2517, 2012; DNA repair nuclease/redox regulator APEX1 (Homo sapiens), P27695; Potency, µM (titrated, usually from 65.8 µM), inactives show at the top dose activity change, negative = inhibition, usual class: inhibitors; recombinant APE1, TAMRA/BHQ-2 abasic DNA cleavage fluorescence; 350,000 compounds, 0.35% hits;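 also: plate controls were vehicle for no effect and reference inhibitor for full effect; nearly all actives have a fitted effect of over 55% in size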
Target sequence (P27695 whole entry, looked up): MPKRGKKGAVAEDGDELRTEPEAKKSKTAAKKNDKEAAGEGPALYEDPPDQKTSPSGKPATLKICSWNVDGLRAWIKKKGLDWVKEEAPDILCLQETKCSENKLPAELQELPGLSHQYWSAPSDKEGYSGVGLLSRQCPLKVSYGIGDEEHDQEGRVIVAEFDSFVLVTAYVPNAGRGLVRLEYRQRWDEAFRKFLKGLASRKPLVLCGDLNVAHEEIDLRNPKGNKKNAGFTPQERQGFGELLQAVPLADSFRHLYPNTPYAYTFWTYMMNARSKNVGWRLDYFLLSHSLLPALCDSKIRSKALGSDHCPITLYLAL
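Measures dequenching upon AP-site incision of a 5'-TAMRA/3'-BHQ-2 THF-containing duplex, 50 nM; human APE1 0.75 nM after 15 min room-temperature exposure to compound; kinetic three-point read at one-minute spacing.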
G9a block: qHTS Assay for Inhibitors of Histone Lysine Methyltransferase G9a | 350,000 compounds, 8.8% hits | G9a H3K9 monomethylation, AlphaScreen, 2 h | AID 504332, 2011 | Potency, µM (doses to about 102 µM), for inactives: at the top dose activity, negative = inhibition, actives largely listed as inhibitors; also: % is scaled to controls: 0 for no effect and ±100 for the full control effect; nearly all actives have a fitted effect of over 75% in size
Target sequence (Q96KQ7 913-1193 limits assumed): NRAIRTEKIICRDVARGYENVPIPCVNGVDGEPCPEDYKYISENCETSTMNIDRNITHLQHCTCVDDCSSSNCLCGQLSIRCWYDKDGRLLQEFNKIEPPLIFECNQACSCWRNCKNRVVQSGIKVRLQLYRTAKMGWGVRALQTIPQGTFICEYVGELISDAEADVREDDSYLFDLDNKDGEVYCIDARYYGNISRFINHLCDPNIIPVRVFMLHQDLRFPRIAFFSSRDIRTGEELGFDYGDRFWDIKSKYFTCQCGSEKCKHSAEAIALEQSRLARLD
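Using a bead-based AlphaScreen, monomethylated H3K9 product from 2 h room-temperature reactions (G9a 20 nM, peptide 500 nM, SAM 20 uM) was detected with 0.5 ug/mL rabbit anti-H3K9me1 antibody.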
Pol kappa inh: qHTS for Inhibitors of Polymerase Kappa; 400,000 compounds, 0.53% hits; Potency, µM (highest dose often 107 µM), inactives show at the highest dose activity, negative = inhibition, usual class: inhibitors; purified Pol kappa, fluorescent DNA synthesis assay, 10 min; also: % is scaled to controls: 0 for no effect and ±100 for the full control effect
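Fluorescent qHTS in 1536-well format: enzyme (10 nM) and compound sat 15 min at room temperature before 50 nM substrate (final) was added. Signal taken at 0 and 10 min; no-enzyme buffer wells were negative controls.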
Apoferritin bind: qHTS Assay for Identification of Novel General Anesthetics | apoferritin/1-aminoanthracene competitive binding, fluorescence | Potency, µM (highest dose often 77.5 µM), inactives show at the top dose activity change, negative = displacement, most hits filed as inhibitors | 350,000 compounds, 0.074% hits; also: % is scaled to controls: 0 for no effect and ±100 for the full control effect; nearly all actives have a fitted effect of over 20% in size
Target sequence (P02791 2-175 limits assumed): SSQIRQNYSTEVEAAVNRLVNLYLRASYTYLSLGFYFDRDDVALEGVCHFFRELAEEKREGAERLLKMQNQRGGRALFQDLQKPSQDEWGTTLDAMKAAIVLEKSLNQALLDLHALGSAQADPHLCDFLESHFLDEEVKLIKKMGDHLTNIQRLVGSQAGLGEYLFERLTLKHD
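Apoferritin-based anesthetic binding model; compound displacement of fluorescent 1-AMA measured as endpoint fluorescence after 10 minutes at room temperature, scaled to free-ligand and complex controls.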
POLI inh: qHTS for Inhibitors of Polymerase Iota | DNA polymerase iota (Homo sapiens), Q9UNA4 | Pol iota fluorescent replication assay, 10 min | Potency, µM (titrated, usually from 115 µM), for the others: at the highest dose activity, negative = inhibition, usual class: inhibitors | 390,000 compounds, 1% hits | AID 588590, 2011
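Fluorescent replication assay read twice, at 0 min and 10 min after adding 50 nM (final) substrate. Enzyme (10 nM) and compounds were first incubated 15 min at room temperature; enzyme-free buffer wells were negative controls.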
Pol beta inh: qHTS Assay for Inhibitors of DNA Polymerase Beta; P06746; Pol beta primer extension/strand displacement, fluorescence kinetic; Potency, µM (series often up to 114 µM), for inactives: top-dose activity change, negative = inhibition, most hits filed as inhibitors; 340,000 compounds, 1.3% hits; AID 485314, 2010; also: % is scaled to controls: 0 for no effect and ±100 for the full control effect
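Pol beta (10 nM) and compounds were preincubated 15 min at room temperature, then 50 nM substrate (final) started primer extension/strand displacement. Reads were taken at 0 and 10 min; concentration-response data were fitted to a four-parameter Hill equation.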
BLM helicase inh: qHTS Assay for Inhibitors of Bloom's syndrome helicase (BLM); RecQ-like DNA helicase BLM (Homo sapiens), P54132; recombinant BLM DNA unwinding, fluorescence dequenching; Potency, µM (top dose mostly 56.1 µM), for inactives: at the top dose activity change, negative = inhibition, hits mostly inhibitors; 350,000 compounds, 0.2% hits; AID 2528, 2010;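 also: plate controls were vehicle for no effect and no enzyme for full effect; nearly all actives have a fitted effect of over 35% in size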
Pol eta inh: qHTS for Inhibitors of Polymerase Eta | recombinant Pol eta, fluorescent DNA replication assay | Potency, µM (titrated, usually from 114 µM), for the others: at the highest dose activity change, negative = inhibition, usual class: inhibitors | DNA polymerase eta (Homo sapiens), Q9Y253 | 390,000 compounds, 1.2% hits; also: % is scaled to controls: 0 for no effect and ±100 for the full control effect
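Fluorescent replication assay: 50 nM final substrate added after a 15 min room-temperature compound preincubation with 10 nM enzyme. Signal taken at 0 min and again at 10 min.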
BAZ2B inh: qHTS Assay for Inhibitors of BAZ2B. AlphaScreen BAZ2B-H3K14Ac peptide displacement. 360,000 compounds, 4.4% hits. Bromodomain adjacent to zinc finger domain protein 2B (Homo sapiens), Q9UIF8. Potency, µM (series often up to 114 µM), without a hit: top-dose activity change, negative = inhibition, actives largely listed as inhibitors; also: % is scaled to controls: 0 for no effect and ±100 for the full control effect; nearly all actives have a fitted effect of over 60% in size
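Inhibition is scored as reduced AlphaScreen emission. The BAZ2B/b-H3(5-23)K14Ac complex (50 nM each) in PBS pH 7.4, 0.01% Tween-20 meets compound (up to 110 uM) for 30 min at RT before bead addition.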
Starred values were filed as active, the others as inactive; u = inconclusive; x = no result given; & = joins results of further samples; [ ] = dose if it differs, or a comment. Calls follow the shape of the dose curve; as a rule, active = well fitted curve in the direction sought with a large enough effect; inconclusive = small, poorly fitted or top-dose-only effect, or another doubt; inactive = no such curve, though single readings can be large; an effect the other way counts as inactive or inconclusive. Potency is read from the fitted curve at half-maximal effect. The list is partial, so the mix of outcomes need not match the whole.

SMILES	APEX1 inh	G9a block	Pol kappa inh	Apoferritin bind	POLI inh	Pol beta inh	BLM helicase inh	Pol eta inh	BAZ2B inh
CCN(CC)C(=O)CSc1nnc(NC(=O)CCc2ccccc2)s1	0.4%	u	0.4%	-17.0%	-6.5%	42.7%	-2.1%	-9.1%	2.3%
COc1cccc(C(=O)O/N=C(\N)CS(=O)(=O)c2ccccc2)c1	20.5%	36.5%	4.6%	-9.4%	-11.2%	-0.8%	-1.1%	-10.5%	-6.7%
O=C(Nc1ccc(CN2CCCCC2)cc1)c1cccc(Br)c1	-5.5%	-5.1%	-5.8%	5.4%	46.0%[activator]	-15.7%[57.1 µM]	3.3%	-12.2%	-3.1%
CSc1ccc(/C=N\NC(=O)COc2ccc(Cl)cc2Br)cc1	1.6%	-17.9%[59 µM]	-9.8%	u	6.6%	28.6%	-3.0%	-5.7%	-3.3%
CC(=O)NCCC(=O)N1CCCC(N2CCN(c3cccc(Cl)c3)CC2)C1 (stereo unspecified)	-8.4%	-8.3%	10.8%	4.3%	26.7%	19.8%	1.7%	-2.8%	5.8%
Nc1nnnn1/N=C/c1ccc(Cl)cc1	8.9%	-10.1%	-1.4%	-1.9%	55.1%[activator]	3.0%	-4.2%	-0.6%	-12.9%
Cc1cc(C)nc(Nc2ccccc2F)n1	-2.1%	x	-7.9%	-13.6%	21.6%	2.6%	2.8%	-5.8%	0.0%
Cc1nn(-c2ccccc2)c2c1C(c1ccc(F)cc1)C(C#N)=C(N)O2 (stereo unspecified)	-2.6%	50.1µM*	-24.6%	-5.7%	5.1%	-19.6%	-9.3%	-15.8%	u
Cc1ccc(C)c(S(=O)(=O)Nc2ccc(S(=O)(=O)Nc3onc(C)c3C)cc2)c1	0.4%	3.8%[59 µM]	-2.1%	-10.1%	-7.0%	-1.9%	3.5%	-12.1%	u
CC(=O)NC(CCC(=O)O)C(=O)O (stereo unspecified)	10.0%	-4.0%[2.33 µM]	-18.0%	3.4%	-13.9%	x	-5.2%	-6.7%	x
O=S(=O)(c1ccccc1)N1CCN=C1SCc1ccccc1Cl	0.8%	69.1%[activator]	-5.4%	0.3%	-2.9%	5.5%	-23.4%	-22.0%	15.7%
COc1ccc(NC(=O)CN(C)C(=O)c2ccc(N3CCCCCC3)c([N+](=O)[O-])c2)cc1	-2.0%	50.1µM*	-11.8%	x	47.4%[activator]	x	x	-15.7%	-8.7%
CC(NC(=O)/C(C#N)=C/c1ccco1)c1ccccc1 (stereo unspecified)	u	1.3%	-5.7%	-3.9%	-3.8%	-25.2%	-12.4%	-4.6%	0.5%
CCCCN(CC)C(=O)Cc1c(C(=O)O)[nH]c2ccc(Cl)cc12	3.2%	10.8%	-13.8%	-20.7%	0.2%	3.2%	-1.1%	-11.0%	5.6%
O=S(=O)(Nc1cccc(-c2ccc(N3CCCCC3)nn2)c1)c1ccc(Cl)s1	x	-6.7%[59 µM]	-6.0%[60.1 µM]	-12.3%	-5.1%	3.7%	-8.4%	-8.8%	-9.0%
O=C1CCCN1CC(CN1CCOCC1)Sc1nnnn1-c1ccccc1 (stereo unspecified)	14.8%	u	0.6%&-4.4%	-7.1%	36.7%&10.4%[activator]	44.9%	-8.7%	-20.8%&-6.1%	u
CCn1cc(C(=O)NCCN(C)C)c(=O)c2cc(F)c(N3CCN(C)CC3)cc21	-4.6%	50.1µM*	-1.4%	-2.1%	15.8%	24.1%	141.6%[activator]	2.9%	-1.4%
COc1cc(CC(=O)OCC(=O)N2C(C)CCCC2C)cc(OC)c1OC (stereo unspecified)	3.5%	26.6%	11.0%	7.3%	22.5%	61.1%	-2.5%	-10.5%	6.4%
CC(C)(Oc1ccc(Cl)cc1)C(=O)Nc1cccc(S(=O)(=O)NC2=NCCC2)c1	11.5%	6.3%[12.7 µM]	13.6%	x	-2.3%	x	x	-12.2%	-1.0%
Cc1cccn2c(=O)c(/C=C(\C#N)C(N)=O)c(N3CCN(Cc4ccc5c(c4)OCO5)CC3)nc12	-4.8%	u	-11.4%	-5.3%	4.0%	18.8%	0.8%	-10.5%	u
Cc1c(NC(=O)CSCc2c(F)cccc2Cl)c(=O)n(-c2ccccc2)n1C	0.8%	-27.9%	-9.6%	-5.9%	41.7%[activator]	13.2%	2.1%	-17.1%	-14.8%
O=C(Cn1cc(S(=O)(=O)Cc2ccccc2)c2ccccc21)Nc1ccccc1	14.2%	u	-12.7%	4.9%	16.1%	u	-21.9%	u	-36.9%
O=C(Nc1cccnc1)c1cc(-c2cccnc2)nc2ccc(Br)cc12	8.8%	5.3%[0.0925 µM]	-6.0%	-7.3%	-2.1%	28.8%	-2.8%	-12.6%	u
CCN1CCCC1CNCc1cccc(OC)c1OCc1ccc(F)cc1 (stereo unspecified)	3.6%	3.5%[59 µM]	-5.3%	-0.3%	8.9%	30.1%	-6.5%	-8.5%	-1.7%
CS(=O)(=O)CCNCc1nc(-c2ccc3ncnc(Nc4ccc(OCc5cccc(F)c5)c(Cl)c4)c3c2)cs1	u	x	11.2%[60.1 µM]	-11.9%&-12.2%	x	x	23.2%&2.7%	x	x
COCCNC(=O)C(=O)NNC(=O)COc1ccc(OC)cc1	2.1%	25.1µM*	1.7%	-1.9%	6.8%	2.3%	-0.9%	-13.6%	-38.0%
CC(C)c1ccc(NS(=O)(=O)c2ccc3[nH]c(=O)ccc3c2)cc1	x	-54.4%[59 µM]	-3.9%	104.6%[activator]	-5.7%	-9.4%	-5.8%	5.1%	u
CSc1ccccc1OCc1cc(C(=O)N2CCCC(C)C2)no1 (stereo unspecified)	-11.3%	u	-24.6%	u	12.4%	13.0%	-2.6%	-9.9%	-0.3%
CCOC(=O)CSc1nc(-c2ccc(OC)cc2)cc(C(F)(F)F)c1C#N	x	9.0%[59 µM]	-20.1%	73.3%[activator]	16.3%	11.5%	0.2%	-14.6%	2.0%
COC(=O)CCN(C(=O)C1C2CC3CC(C2)CC1C3)c1ccccn1 (stereo unspecified)	-2.9%	7.0%	-12.0%	-12.1%	-2.8%	16.7%	-3.2%	-8.1%	14.0%
Cc1cccc(-c2nc(CSCC(=O)N3CCN(c4ccccn4)CC3)c(C)o2)c1	-0.8%	21.9%[59 µM]	-4.2%	-19.5%	-0.1%	20.0%	0.9%	-0.4%	u
CC(Oc1ccccc1F)C(=O)NNC(=O)CCNC(=O)c1ccccc1Cl (stereo unspecified)	-0.3%	4.2%	-4.6%	-4.8%	20.6%	22.7%	-1.9%	-14.8%	-3.3%
CC(=O)NCCNc1ncnc2ccc(-c3c(C)noc3C)cc12	1.0%	-29.8%[0.501 µM]	3.8%[60.1 µM]	x	x	x	2.4%	x	x
O=C(CSc1nnc(-c2ccccc2O)o1)N1CCCCC1	32.7%	10µM*	-3.5%	-1.2%	-4.0%	-22.9%	-2.5%	-13.9%	-31.1%
Cc1ccc(CNCc2cccn2-c2nnc(N3CCCC3)s2)cc1	x	1.1%[59 µM]	3.3%	-13.2%	3.3%	18.4%	-2.5%	-10.1%	3.7%[57.1 µM]
Cc1cc(C)n(Cc2cccc(C(=O)N/N=C/c3cccnc3)c2)n1	-4.0%	-2.0%	15.5%	-16.6%	47.2%[activator]	u	-3.5%	-7.0%	-4.7%
CN(Cc1ccccc1)S(=O)(=O)c1ccc(Cl)c(C(=O)NCc2ccncc2)c1	8.4%	-28.8%	0.5%	x	7.6%	x	x	-17.3%	-21.7%
O=S(=O)(NCc1ccc2c(c1)OCO2)c1cccc(S(=O)(=O)N2CCOCC2)c1	-0.5%	39.8µM*	-0.7%	-11.7%	-11.3%	8.8%	-0.3%	-12.9%	-4.7%
COC(=O)C1CCN(S(=O)(=O)c2cc3c4c(c2)CCN4C(=O)CC3)CC1	10.7%	-20.7%	4.2%	x	-27.6%	x	x	-5.3%	9.8%
NC(=O)c1cc(Cl)cn(-c2ccccc2)c1=O	-1.7%	0.8%	-14.4%	-8.4%	0.1%	33.7%	2.0%	-4.3%	-4.5%
CCc1sc(C(=O)NCc2ccccc2)cc1C	-3.0%	29.3%	-8.9%	u	-16.5%	2.8%	-2.7%	-19.2%	7.9%
O=C(N/N=C/c1cc(Cl)cc([N+](=O)[O-])c1O)c1cc(-c2ccccn2)nc2ccccc12	0.7%	-5.7%[12.7 µM]	-2.7%	0.3%	21.7%	-1.1%	-12.3%	79.4µM*	u
CCCC(c1nnnn1C1CCCCC1)N1CCN(C2CCCC2)CC1 (stereo unspecified)	4.3%	u	-7.2%	-8.1%	-4.1%	18.0%	-1.4%	-12.7%	u
Cc1ccc(S(=O)(=O)Nc2ccc(-n3cnnn3)cc2)cc1	-22.3%	-1.9%[0.501 µM]	-7.6%	-9.5%	u	2.9%	-3.1%	-17.4%	-3.7%

Four entries out of the list, arranged by count of non-hydrogen atoms, falling:
SMILES	APEX1 inh	G9a block	Pol kappa inh	Apoferritin bind	POLI inh	Pol beta inh	BLM helicase inh	Pol eta inh	BAZ2B inh
CCCC(c1nnnn1C1CCCCC1)N1CCN(C2CCCC2)CC1 (stereo unspecified)	4.3%	u	-7.2%	-8.1%	-4.1%	18.0%	-1.4%	-12.7%	u
Cc1ccc(S(=O)(=O)Nc2ccc(-n3cnnn3)cc2)cc1	-22.3%	-1.9%[0.501 µM]	-7.6%	-9.5%	u	2.9%	-3.1%	-17.4%	-3.7%
CCc1sc(C(=O)NCc2ccccc2)cc1C	-3.0%	29.3%	-8.9%	u	-16.5%	2.8%	-2.7%	-19.2%	7.9%
NC(=O)c1cc(Cl)cn(-c2ccccc2)c1=O	-1.7%	0.8%	-14.4%	-8.4%	0.1%	33.7%	2.0%	-4.3%	-4.5%

Bioassay records from PubChem.
